Screening results as filed in PubChem BioAssay.
p-CIP stab down – p/CIP-EGFP fusion destabilizers, primary screen, fluorescence, F442A cells | 290,000 compounds, 0.01% hits | 16 h | AID 1984, 2009 | decrease of EGFP signal, % at 10 µM | Q05BA5;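 active = EGFP signal decrease of at least 30% at 10 µM or well 3 SD below plate mean, unless failing retest; inactive = the rest, including hits failing retest or dose response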; note: some compounds called inactive have numbers as strong as hits; many of its hits are not listed in these tables
CRFBP-R2 block – antagonists of CRF-BP/CRF-R2 complex, primary screen, cell-based, HEK293, calcium dye fluorescence, uHTS | CRF-induced calcium fluorescence | inhibition, % at 11.8 µM | 350,000 compounds, 0.59% hits;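 active = inhibition of the ligand-induced calcium signal above about 50% at the single tested concentration, limit read from the data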
IDE cell activ – human IDE activators in live cells, primary screen, fluorescence polarization, HEK cells, FAbeta-B substrate. Insulin-degrading enzyme (Homo sapiens), P14735. FAbeta-B cleavage; 0% vehicle, 100% cell-free pure enzyme wells. activation, % at 5.96 µM. 340,000 compounds, 0.073% hits. AID 493087, 2011;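 active = activation above the mean of all tested compounds plus 3 SD, set per screening campaign, cut at about 17% in these data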
Target sequence (P14735 whole entry, looked up): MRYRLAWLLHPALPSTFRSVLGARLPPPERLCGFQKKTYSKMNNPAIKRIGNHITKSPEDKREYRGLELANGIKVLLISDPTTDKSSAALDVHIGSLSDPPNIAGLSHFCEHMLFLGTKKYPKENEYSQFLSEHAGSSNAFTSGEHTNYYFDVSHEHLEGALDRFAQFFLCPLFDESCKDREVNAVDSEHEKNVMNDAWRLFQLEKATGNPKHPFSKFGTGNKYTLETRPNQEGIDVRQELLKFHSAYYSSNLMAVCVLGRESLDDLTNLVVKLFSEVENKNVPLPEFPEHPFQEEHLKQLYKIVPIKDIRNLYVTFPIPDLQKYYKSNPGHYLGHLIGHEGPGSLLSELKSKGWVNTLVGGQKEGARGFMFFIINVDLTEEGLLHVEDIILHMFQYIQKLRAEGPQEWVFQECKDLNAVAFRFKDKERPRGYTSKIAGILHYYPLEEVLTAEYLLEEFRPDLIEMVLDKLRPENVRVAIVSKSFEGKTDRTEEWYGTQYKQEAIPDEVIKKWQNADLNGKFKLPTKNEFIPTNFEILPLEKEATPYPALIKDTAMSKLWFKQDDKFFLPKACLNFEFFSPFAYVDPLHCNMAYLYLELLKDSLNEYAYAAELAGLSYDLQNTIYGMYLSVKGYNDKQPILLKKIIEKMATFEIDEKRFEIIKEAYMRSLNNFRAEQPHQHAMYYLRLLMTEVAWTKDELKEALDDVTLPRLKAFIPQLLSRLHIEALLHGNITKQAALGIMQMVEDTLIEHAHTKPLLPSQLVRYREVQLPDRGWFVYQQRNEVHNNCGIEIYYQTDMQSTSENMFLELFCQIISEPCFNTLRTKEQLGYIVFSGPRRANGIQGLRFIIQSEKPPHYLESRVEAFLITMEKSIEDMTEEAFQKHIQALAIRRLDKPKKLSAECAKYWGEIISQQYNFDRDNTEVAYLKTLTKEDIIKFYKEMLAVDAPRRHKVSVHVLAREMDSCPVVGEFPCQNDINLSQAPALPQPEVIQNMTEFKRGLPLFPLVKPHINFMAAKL
GalR3 antagonist – GalR3 antagonists in HEK293 cells, primary screen, cell-based, fluorescence readout. inhibition, % at 3 µM. Galanin receptor type 3 (Homo sapiens), O60755. HEK293 GalR3-CNG cAMP membrane potential fluorescence; galR3 body fused to GalR1 C-terminus. 360,000 compounds, 0.44% hits;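 active = inhibition above the screen-wide average plus 3 SD, cut at about 13% in these data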;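 note: forskolin and galanin both at EC90 stimulate the cells; cAMP rise reported by CNG channel membrane potential dye signal; 0% = forskolin plus galanin with DMSO and 100% = forskolin alone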
PHOSPHO1 inh – PubChem AID 1565. Phosphoethanolamine/phosphocholine phosphatase (Homo sapiens), Q8TCT1. recombinant PHOSPHO1, absorbance phosphatase assay. inhibition, % at 13.3 µM. 290,000 compounds, 1.1% hits; in the data active = inhibition above about 60%
IDE inh – human IDE inhibitors in live cells, primary screen, fluorescence polarization, HEK cells, FAbetaB substrate | AID 434962, 2010 | inhibition, % at 5.59 µM | FAbetaB cleavage | 320,000 compounds, 0.41% hits;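 active = percent inhibition above the average of all tested compounds plus 3 SD, set per screening campaign, cut at about 16% in these data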;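 note: IDE supplied by intact live HEK cells; FP after avidin binding of uncleaved biotin substrate so inhibition keeps polarization high; 0% = DMSO wells and 100% = 60 µM reference IDE inhibitor Ii1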
MEKK3 PB1 HTS – modulators of MEKK3-MEK5 PB1 binding, primary screen, biochemical, wildtype MEKK3, multiplex bead flow cytometry, Alexa488-MEK5; Mitogen-activated protein kinase kinase kinase 3 (Homo sapiens), Q99759; bead-based flow cytometry, Alexa488-MEK5 binding to MEKK3; actives lie on both sides; 0 = blocked by unlabeled MEK5, 100 = vehicle; binding response (% of control), % at 10 µM; 290,000 compounds, 1.4% hits; AID 1529, 2009;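 active = binding response more than 3 SD above or below the average of its plate-row segment, actives on both sides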;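 note: Alexa488 bead fluorescence after subtracting the streptavidin-only scavenger bead signal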
M4 PAM – human M4 muscarinic receptor positive allosteric modulators, primary screen, CHO-K1 cells, Fluo-8 calcium fluorescence | Muscarinic acetylcholine receptor M4 (Homo sapiens), P08173 | CHO-K1 hM4/Gqi5, ACh EC20; 0% = ACh EC20, 100% = maximal ACh | activation, % at 3 µM | 360,000 compounds, 0.4% hits | AID 624126, 2012;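 active = activation above its plate's cutoff, the mean activation of sample wells plus 3 SD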; note: some results filed as inactive read as strong as hits
CRFBP-R2 agonist – agonists of CRF-BP/CRF-R2 complex, primary screen, cell-based, HEK293, calcium dye fluorescence, uHTS; CRF-binding protein / CRF receptor 2 complex (human); calcium dye fluorescence (FLIPR); percent of saturating CRF peptide response; activation, % at 13.2 µM; 350,000 compounds, 0.46% hits; AID 588473, 2011;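 active = activation of at least 50%, plus an integration ratio under a set limit after plate pattern correction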;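 note: plate controls were neutral control wells without compound for no effect and CRF at EC100 for full effect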
Starred values were filed as active, the others as inactive; nt = no result given; [ ] = dose if it differs, or a comment.

nr	compound	p-CIP stab down	CRFBP-R2 block	IDE cell activ	GalR3 antagonist	PHOSPHO1 inh
1	O=C(NCc1ccc2c(c1)OCO2)Oc1ccccc1	-19	26	5	nt	-5
2	COC(=O)C(=O)/C=C(\O)c1ccc(C)cc1	-10	-17	8	-10	23
3	Cc1nn(C)c(C)c1CNC(=O)Nc1ccc2c(c1)OCO2	-10	0	1	1	-25
4	O=C(Nc1ccc2oc(=O)ccc2c1)c1ccco1	-2	18	2	-4	-8
5	CCOC(=O)c1sc(C)c2c1NC1(CCCCC1)NC2=O	-6	-5	-2	-7	14
6	CCOc1cc(C2C(C(=O)OC)=CN(C3CCCC3)C=C2C(=O)OC)cc(Br)c1O	0	50*	-3	-4	31
7	Cc1c(Cl)cccc1NC(=O)C1Cc2ccccc2CN1C(=O)c1ccccc1 (stereo unspecified)	-3	-42	-1	-6	-4
8	CCCCOC(=O)C1=C(C)NC(=O)NC1c1ccc([N+](=O)[O-])s1 (stereo unspecified)	1	-35	3	1	-11
9	Cc1ccc(-c2nnc(OCCN3CCOCC3)c3ccccc23)cc1	-6	2	-3	-4	6
10	O=C(COC(=O)Cc1c(Cl)cccc1Cl)NCc1ccco1	nt	5	0	-7	nt

nr	IDE inh	MEKK3 PB1 HTS	M4 PAM	CRFBP-R2 agonist
1	2	104	3	-2.3
2	-6	nt	10	-0.7
3	5	95	13	-0.7
4	3	103	2	-0.4
5	-3	69	-4	-4.5
6	-3	80*[inhibitor]	0	-2.1
7	2	101	-3	-6.6
8	-3	95	12	-0.6
9	5	105	5	-1.1
10	1	nt	9	-0.9

Reprinted from the part before: 5 compounds, then new ones.
nr	compound	p-CIP stab down	CRFBP-R2 block	IDE cell activ	GalR3 antagonist	PHOSPHO1 inh
6	CCOc1cc(C2C(C(=O)OC)=CN(C3CCCC3)C=C2C(=O)OC)cc(Br)c1O	0	50*	-3	-4	31
7	Cc1c(Cl)cccc1NC(=O)C1Cc2ccccc2CN1C(=O)c1ccccc1 (stereo unspecified)	-3	-42	-1	-6	-4
8	CCCCOC(=O)C1=C(C)NC(=O)NC1c1ccc([N+](=O)[O-])s1 (stereo unspecified)	1	-35	3	1	-11
9	Cc1ccc(-c2nnc(OCCN3CCOCC3)c3ccccc23)cc1	-6	2	-3	-4	6
10	O=C(COC(=O)Cc1c(Cl)cccc1Cl)NCc1ccco1	nt	5	0	-7	nt
11	CCOCCn1c(CN2CCN(c3ccc(OC)cc3)CC2)nc2c1c(=O)n(C)c(=O)n2C	nt	10	0	0	nt
12	CCCn1c(CN(C)Cc2ccccc2)nc2c1c(=O)n(C)c(=O)n2C	-8	-1	2	-3	15
13	COc1ccc(CC(=O)O/N=C(\N)c2ccccn2)cc1	11	36	5	0	-17
14	O=C(Nc1ccc(S(=O)(=O)Nc2ccccc2F)cc1)N1CCCCC1	-9	-11	-1	-2	3
15	Cc1noc(C)c1COc1ccc(C(=O)OCC(=O)c2ccc3c(c2)OCCO3)cc1	-8	-3	-1	-6	1
16	COc1cc(/C(C)=N/NC(=O)CSc2nncn2C)ccc1OCc1ccccc1Cl	-10	25	0	-2	6
17	COc1ccc(C2=NN(C(=O)CCC(=O)O)C(c3ccccc3)C2)cc1 (stereo unspecified)	-4	9	5	-9	14
18	O=C(c1ccccc1Cc1ccccc1)N1CCN(S(=O)(=O)c2ccccc2F)CC1	nt	0	-2	0	nt
19	O=C(Nn1c(=S)[nH]c2ccccc2c1=O)c1ccncc1	-18	3	2	-3	9
20	Cc1cccc(CCNC(=O)CCCOc2cc(=O)n(C)c3ccccc23)c1	-2	1	5	-3	-8

nr	IDE inh	MEKK3 PB1 HTS	M4 PAM	CRFBP-R2 agonist
6	-3	80*[inhibitor]	0	-2.1
7	2	101	-3	-6.6
8	-3	95	12	-0.6
9	5	105	5	-1.1
10	1	nt	9	-0.9
11	1	103	4	-0.3
12	2	107	1	-4.0
13	0	54	-12	-1.5
14	-2	103	0	0.1
15	-2	93	-5	9.5
16	4	102	-5	-3.1
17	nt	100	-1	-1.7
18	2	nt	-5	-0.7
19	0	97	0	-0.6
20	-2	58	6	1.8

More entries follow.
nr	compound	p-CIP stab down	CRFBP-R2 block	IDE cell activ	GalR3 antagonist	PHOSPHO1 inh
21	O=C(Nn1c(-c2ccncc2)nc2ccccc2c1=O)c1ccccc1Br	6	2	-2	-4	-2
22	COc1cc(CC(=O)NCC(C)(C)N2CCOCC2)cc(OC)c1OC	-3	11	2	-7	44
23	COc1ccc2cc(CN(Cc3cccnc3)Cc3nnnn3Cc3ccccc3)c(=O)[nH]c2c1	10	-11	nt	-6	13
24	O=C(Nc1ccccc1)c1ccc2c(c1)CCN2S(=O)(=O)c1ccccc1	-7	16	0	0	33
25	Cc1cc(C(=O)OCC(=O)N2CC(C)OC(C)C2)c(C)n1-c1ccccc1 (stereo unspecified)	nt	6	2	-7	nt
26	O=C(Nc1ccccc1)[C@@H]1CC=C[C@@H]2CCN(Cc3ccccc3)C(=O)[C@@H]21	nt	6	-1	-6	nt
27	CC(O)CCc1nc2ccc(C(=O)O)cc2[nH]1 (stereo unspecified)	-7	-1	4	-4	-4
28	CNC(=O)c1ccc(-c2ccc(Cl)c(Cl)c2)s1	-1	1	2	-5	15
29	Cc1ccc2c(c1)-c1ncc(C(=O)c3cc(Br)ccc3O)cc1CO2	8	nt	nt	3	53
30	CCN(CC)c1ccc2c(Cl)cc(=O)oc2c1	-8	10	nt	3	34

nr	IDE inh	MEKK3 PB1 HTS	M4 PAM	CRFBP-R2 agonist
21	4	106	-5	-2.3
22	4	96	6	-0.8
23	4	92	nt	-1.3
24	-1	90	-12	0.0
25	-4	nt	11	-3.0
26	-2	108	0	-2.0
27	2	nt	-4	-1.5
28	1	127	5	-0.2
29	11	102	nt	nt
30	-3	98	nt	-1.3

New compounds follow:
nr	compound	p-CIP stab down	CRFBP-R2 block	IDE cell activ	GalR3 antagonist	PHOSPHO1 inh
31	CC(=O)N1CCc2cc(S(=O)(=O)NCCC(=O)NC3CCCc4ccccc43)ccc21 (stereo unspecified)	-11	0	2	1	-7
32	COC(=O)c1ccc(CSc2nnc3nc(C)cc(C)n23)cc1	-10	-5	5	9	53
33	Cc1ccccc1-c1nc2cc(Cl)ccc2c(=O)o1	10	-4	1	-9	-3
34	CCCCNC(=O)C1CCCN(S(=O)(=O)c2ccc(-n3cnnn3)cc2)C1 (stereo unspecified)	-8	25	4	-6	20
35	C=CCN(c1ccc(C(=O)NCCc2ccccc2)cc1)S(C)(=O)=O	10	-7	7	-7	-2
36	COc1ccc(NC(=O)CN(C)C(=O)c2cc(C)oc2C)cc1	nt	4	nt	-7	nt
37	N#Cc1c(-c2ccc(F)cc2)c2c([nH]c1=O)-c1ccccc1OC2	5	11	3	0	27
38	CCOC(=O)C1=C(C)NC(=O)NC1c1ccc(OC)c(Cl)c1 (stereo unspecified)	-5	-11	2	nt	-39
39	CCCNC(=O)Nc1nc(CC(=O)OCC)cs1	-2	18	1	-4	-3
40	COC(=O)c1cccc(NC(=O)CN2C(=O)C3CCCCC3C2=O)c1 (stereo unspecified)	nt	-25	4	-4	nt

nr	IDE inh	MEKK3 PB1 HTS	M4 PAM	CRFBP-R2 agonist
31	9	nt	0	-0.5
32	-1	100	-2	-4.9
33	7	105	-5	-0.3
34	-1	99	3	0.1
35	-2	64	6	-1.5
36	nt	nt	2	-0.6
37	1	99	-5	1.7
38	4	99	9	-1.6
39	-5	99	-4	-2.7
40	nt	nt	-3	-1.8

Additional compounds follow.
nr	compound	p-CIP stab down	CRFBP-R2 block	IDE cell activ	GalR3 antagonist	PHOSPHO1 inh
41	Cc1ccc(Cn2nnc3c(=O)[nH]c(C4CCCN(C(=O)Nc5ccc(F)cc5F)C4)nc32)cc1 (stereo unspecified)	-8	-18	-3	7	20
42	CCOC(=O)C1CCCN(c2c(NCCCN(C)Cc3ccccc3)c(=O)c2=O)C1 (stereo unspecified)	-15	9	0	-6	-24
43	COc1ccc2cc(CCNC(=O)CC(C)(C)C)c(=O)[nH]c2c1	-5	4	-5	-9	2
44	O=S(=O)(N1CCCCC1)N1CCN(c2ccc(F)cc2)CC1	-6	-3	0	0	0
45	Cc1cccn2cc(COc3ccc(-c4ccccc4)cc3)nc12	-2	7	-14	-6	-3
46	c1ccc(COc2ccc(OCCN3CCCCC3)cc2)cc1	-27	-9	9	-1	-15
47	OCCC1CN(Cc2cccn2-c2ncccn2)CCN1Cc1ccc(F)cc1 (stereo unspecified)	0	-2	-1	-2	24
48	CSc1ccccc1C(=O)OCC(=O)N1CCCCCC1	nt	-3	2	-3	nt
49	CC(OC(=O)c1ccccc1Br)C(=O)Nc1nc(-c2cccc([N+](=O)[O-])c2)cs1 (stereo unspecified)	-2	-3	5	2	14
50	Cc1ccc2nc(N/N=C/c3ccccc3C#N)nc(-c3ccccc3)c2c1	1	48	-8	nt	-3

nr	IDE inh	MEKK3 PB1 HTS	M4 PAM	CRFBP-R2 agonist
41	2	98	-11	-2.1
42	2	104	1	-0.4
43	0	105	3	0.2
44	3	95	-2	-1.5
45	nt	100	3	0.6
46	-1	102	-32	-0.2
47	2	95	4	0.1
48	-1	nt	4	-0.9
49	7	101	-2	0.9
50	3	96	1	-5.0

Carrying on.
nr	compound	p-CIP stab down	CRFBP-R2 block	IDE cell activ	GalR3 antagonist	PHOSPHO1 inh
51	O=C(Oc1cccc2ccccc12)c1cc(Cl)nc2ccccc12	-21	-15	6	-1	-4
52	CC(C)=CCc1c(O)cc(O)c2c(=O)c(O[C@@H]3O[C@@H](C)[C@H](O)[C@@H](O)[C@H]3O)c(-c3ccc(O)cc3)oc12	nt	-7	3	nt	nt
53	COc1ccc(NC(=O)COC(=O)c2cc(SC)ccc2Cl)c(OC)c1	0	12	1	-5	13
54	CCOC(=O)c1c(NC(=O)OC)sc(C(=O)N(C)C)c1C	-13	-16	11	-1	7
55	CCOC(=O)COc1cc(OCC(=O)OCC)c2c(=O)cc(-c3ccccc3)oc2c1	-2	-5	2	-6	9
56	COC(=O)c1cc(NC(=O)Cc2ccc(OC)cc2)cc(C(=O)OC)c1	-2	-1	-3	-5	-34
57	COc1ccc(-c2cc(C(F)(F)F)nc(SCCC(=O)NCc3ccco3)n2)cc1	1	22	nt	-3	-6
58	CC(SCc1ccccc1)C(=O)N/N=C/c1ccc2c(c1)OCO2 (stereo unspecified)	-3	-12	9	-4	-8
59	O=C(NCC(=O)N(CCN1CCOCC1)C(C(=O)NC1CCCC1)c1cccs1)c1ccco1 (stereo unspecified)	-19	1	2	-1	-7
60	Cc1cc(=O)oc(C)c1C(=O)NCc1cccnc1	-10	9	4	-3	16

nr	IDE inh	MEKK3 PB1 HTS	M4 PAM	CRFBP-R2 agonist
51	-4	100	3	1.0
52	-1	107	-16	0.5
53	-2	105	-1	-0.3
54	2	104	10	1.0
55	4	98	-4	-0.6
56	2	105	-1	-2.3
57	0	107	nt	-0.5
58	3	90	-3	-0.4
59	0	104	-3	1.6
60	-2	107	5	-0.5

No enrichment for hits, and some 4.2% of all compounds hit somewhere here.
